NPY Y2 blocker: blocks the human neuropeptide Y Y2 receptor | P49146 | NPY-Y2 expressing cells, antagonist mode | inhibition, % at 2.7 µM | 140,000 compounds, 0.99% hits; in the data active = inhibition above about 17%;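 also: 0% = vehicle with agonist challenge and 100% = reference antagonist with challenge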
Target sequence (P49146 whole entry, looked up): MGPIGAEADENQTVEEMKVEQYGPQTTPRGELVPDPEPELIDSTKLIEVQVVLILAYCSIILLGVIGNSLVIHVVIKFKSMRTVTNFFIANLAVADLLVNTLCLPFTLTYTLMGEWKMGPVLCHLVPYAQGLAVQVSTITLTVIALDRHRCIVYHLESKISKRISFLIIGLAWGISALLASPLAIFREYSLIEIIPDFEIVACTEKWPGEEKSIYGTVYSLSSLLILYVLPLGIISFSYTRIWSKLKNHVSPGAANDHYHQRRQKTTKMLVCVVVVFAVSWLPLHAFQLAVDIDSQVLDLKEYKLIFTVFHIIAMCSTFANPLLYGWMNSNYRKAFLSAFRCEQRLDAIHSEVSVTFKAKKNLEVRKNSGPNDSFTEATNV
PTEN del growth: suppresses growth of cells with PTEN deletion; viability, % at 10 µM; 140,000 compounds, 1.2% hits; HCT116 PTEN-null viability, CellTiter-Glo, 60 h; hits give low values;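 active = viability at or below a set limit, 4 SD under the median of all tested compounds, cut at about 3.7% in these data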;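 also: PTEN knockout HCT116 line with beta catenin targeted HCT116 as companion control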
Yeast growth inh: chemicals that inhibit yeast BB579 growth in restrictive medium (lifespan-shortening candidates); S. cerevisiae BB579 growth, OD615, 48 h; inhibition, % at 10 µM; 140,000 compounds, 0.51% hits;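 active = inhibition above a set limit, 3 SD over the mean compound inhibition, cut at about 44% in these data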; also: inactives centre near -24
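Test system: DeaD yeast strain BB579 / Buffer or medium: restrictive glucose-based CSMM-D medium / Doses: single 10 µM dose / Schedule: 4 h cell preincubation, 48 h compound exposure, 30 °C humidified / Technique: culture absorbance at 615 nm / Controls: amphotericin B positive control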
GALR2 blocker: antagonists of human galanin receptor 2 (GALR2). O43603. GALR2-expressing cells, antagonist mode. inhibition, % at 4 µM. 140,000 compounds, 0.39% hits. AID 828; in the data active = inhibition above about 27%;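 also: cells stimulated with galanin 1-16 at roughly its EC80; 0% = agonist challenge control and 100% = basal control without agonist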
Target sequence (O43603 whole entry, looked up): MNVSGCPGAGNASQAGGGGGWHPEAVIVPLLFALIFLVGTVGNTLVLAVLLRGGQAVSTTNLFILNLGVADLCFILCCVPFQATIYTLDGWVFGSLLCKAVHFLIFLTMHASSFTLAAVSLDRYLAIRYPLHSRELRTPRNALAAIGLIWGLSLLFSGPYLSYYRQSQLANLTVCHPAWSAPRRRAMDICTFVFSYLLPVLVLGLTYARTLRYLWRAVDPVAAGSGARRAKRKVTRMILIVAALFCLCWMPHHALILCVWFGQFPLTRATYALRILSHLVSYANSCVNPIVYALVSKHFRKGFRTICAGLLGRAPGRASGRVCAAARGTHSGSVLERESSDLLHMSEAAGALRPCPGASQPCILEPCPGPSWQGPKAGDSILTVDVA
Phagocyt inh: inhibitors of macrophage phagocytosis; inhibition, % at 5 µM; J774A.1 macrophage IgG-bead phagocytosis, imaging; 110,000 compounds, 0.07% hits; AID 1029;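 active = inhibition above the mean of the plate negative controls plus 5 SD, cut at about 13% in these data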;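 also: phagocytic index as fraction of beads internalized from green versus red external bead signal; plate controls were DMSO negative control for no effect and cytochalasin-D positive control for full effect; some results beyond the cut were filed as inactive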
Yeast life ext: yeast lifespan extension. S. cerevisiae growth with nicotinamide, OD615; deaD strain in restrictive glucose medium. inhibition of the nicotinamide effect, % at 10 µM. 130,000 compounds, 0.68% hits. AID 775;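 active = inhibition above a set limit, placed 3 SD over the median of all compounds, cut at about 26% in these data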;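 also: 0% = nicotinamide-treated wells and 100% = cells grown without nicotinamide; some compounds called inactive have numbers as strong as hits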
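Measured by: optical density (absorbance) at 615 nm; System: modified budding yeast, DeaD strain; Medium: restrictive CSMM-D dextrose medium; Timing: 4 h preincubation then 48 h treatment at 30 °C.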
bCat KO growth: beta-catenin-lacking colon tumor cell growth suppression; HCT116 beta-catenin knockout viability, CellTiter-Glo, 60 h; hits give low values; viability, % at 10 µM; 140,000 compounds, 1.5% hits; AID 818;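 active = viability at or under a set limit, the compound median less 4 SD, cut at about 6% in these data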;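 also: 0% = Hyamine 1622 control at 20 µM and 100% = untreated cell control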
Measles CPE: protection of cells from measles virus; protection (pct of control), % at 4 µM; Measles virus-infected cells, CPE protection, absorbance; 140,000 compounds, 1.5% hits; in the data active = protection mostly above about 24%, no sharp cut-off; inactive = mostly below about 26%; also: some compounds called inactive have numbers as strong as hits
E-sel TNF inh: blocks E-selectin expression induced by TNF alpha. 120,000 compounds, 0.71% hits. AID 1246. inhibition, % at 2 µM. HUVEC TNFa-induced E-selectin immunofluorescence, high content;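 active = inhibition above the batch mean plus 3 SD, and confirmed as a hit on visual image review, cut at about 43% in these data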;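 also: 0% = TNF-stimulated DMSO wells and 100% = unstimulated control wells; not every result past the cut was called active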
MRP-1 activ: activates MRP-1. 140,000 compounds, 0.61% hits. AID 799. H69AR cells + doxorubicin, viability rescue, CellTiter-Glo. viability increase, % at 10 µM;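 active = viability gain under doxorubicin at or above a set limit, the compound median plus 3 SD, cut at about 4.7% in these data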;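 also: MRP-1 overexpressing cells given doxorubicin 25 µM after compound pretreatment; 18-22 h compound pretreatment then 72 h with doxorubicin before readout; 0% = doxorubicin-only wells and 100% = vehicle-treated cells without doxorubicin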
* hit, by the source's call; x = not tested or not shown. Compounds as they come, and some 6.2% of all compounds hit somewhere here.

Preview:
SMILES | NPY Y2 blocker | PTEN del growth | Yeast growth inh | GALR2 blocker | Phagocyt inh | Yeast life ext | bCat KO growth | Measles CPE | E-sel TNF inh | MRP-1 activ
COc1c(C)cccc1C(=O)Nc1ccc(N2CCN(S(C)(=O)=O)CC2)cc1 | 1 | 93 | -20 | -7 | -1 | -14 | 88 | 13 | 5 | 1.0
CCOc1ccccc1NC(=O)CSc1nnnn1Cc1ccccc1 | 3 | 92 | -32 | 1 | -1 | -14 | 99 | 24 | 10 | -0.7

The whole of this part, from the first entry:
SMILES | NPY Y2 blocker | PTEN del growth | Yeast growth inh | GALR2 blocker | Phagocyt inh | Yeast life ext | bCat KO growth | Measles CPE | E-sel TNF inh | MRP-1 activ
COc1c(C)cccc1C(=O)Nc1ccc(N2CCN(S(C)(=O)=O)CC2)cc1 | 1 | 93 | -20 | -7 | -1 | -14 | 88 | 13 | 5 | 1.0
CCOc1ccccc1NC(=O)CSc1nnnn1Cc1ccccc1 | 3 | 92 | -32 | 1 | -1 | -14 | 99 | 24 | 10 | -0.7
Cc1cc(NC(=O)c2cn(C3CCCCC3)c(=O)c3c2c2ccccc2n3C)no1 | 13 | 59 | -23 | 9 | 0 | -7 | 60 | 14 | x | -2.3
CC(C)Cn1c(/C=C/c2ccccc2)nc2ccccc21 | 18* | 63 | -21 | 15 | -5 | -5 | 59 | 2 | x | -1.9
CCOC(=O)c1c(NC(C)=O)sc2c1CCC(C=O)=C2Sc1ccccc1 | 1 | x | -41 | -9 | 2 | -1 | 21 | 7 | 1 | -3.0
O=C(NCC(=O)N(Cc1ccco1)C(C(=O)NC1CCCC1)c1ccncc1)c1cccs1 (stereo not given) | 3 | 96 | -50 | -7 | x | x | 106 | 26 | -13 | -3.3
COCCNC(=O)C1CC(c2ccc(F)cc2)=NO1 (stereo not given) | 2 | 103 | -17 | -4 | 0 | -11 | 107 | 3 | 12 | 0.8
Cc1ccc(C)c(NC(=O)C2CC(=O)N(C(C)C)C2)c1 (stereo not given) | 1 | 96 | -43 | 0 | 2 | -5 | 104 | 7 | 2 | -2.6
CCCOC(=O)Cc1c(O)c2ccccc2[nH]c1=O | 5 | 106 | -52 | 0 | -1 | 6 | 100 | 8 | x | -0.8
COc1ccc(CCN(C(=O)C(F)(F)F)C(C(=O)NC2CCCC2)c2cccs2)cc1 (stereo not given) | 6 | 54 | -91 | 7 | x | 2 | 60 | 15 | -38 | -0.6
CC1=C(C(=O)OCC(C)C)C(c2cccs2)NC(=S)N1 (stereo not given) | 0 | 82 | -24 | -4 | -8 | 3 | 83 | 7 | -6 | -4.1
CCSc1nnc(NC(=O)CSc2nc(CC)nc3c2c(=O)n(C)c(=O)n3C)s1 | 3 | 93 | -35 | -1 | -2 | -2 | 89 | 6 | x | -1.7
Cc1ccc(-c2nn3c(C)nnc3c3ccccc23)cc1S(=O)(=O)N1CCN(CCO)CC1 | -1 | 72 | -18 | -7 | -1 | -3 | 72 | 4 | -20 | -2.1
O=C(CN1CCCc2ccccc21)NC(=O)NCc1ccco1 | 0 | 89 | -45 | 6 | -2 | -1 | 90 | 17 | 11 | -3.1
Cc1ccc2c(C)c(C(=O)Nc3c(C)n(C)n(-c4ccccc4)c3=O)oc2c1C | 1 | 89 | -6 | 12 | -1 | -3 | 90 | 4 | x | -3.0
O=C(NNC(=O)c1cccnc1)Nc1ccc(Cl)c(Cl)c1 | -1 | 81 | -45 | -2 | x | -9 | 100 | 28 | -8 | -1.7
Cc1ccc(-c2cc(-c3ccc(Cl)cc3)c(C#N)c(N)n2)o1 | 3 | 55 | -2 | -5 | 4 | -13 | 44 | 5 | -37 | -3.2
Cc1ccc(CNC(=O)CSc2nc3[nH]ncc3c(=O)[nH]2)cc1 | 5 | 99 | -26 | -6 | -5 | 0 | 95 | 3 | x | -1.9
Cc1ccc(N(CC(O)CN2CCCC2)S(=O)(=O)c2ccccc2)cc1 (stereo not given) | 0 | 92 | -23 | 10 | -1 | 3 | 93 | 18 | 0 | -2.3
COC(=O)C1=C(C)N=C2SC(C#N)=C(N)N2C1c1ccc(OCc2ccccc2)cc1 (stereo not given) | -5 | 65 | -12 | -2 | x | -5 | 67 | 9 | 24 | -0.5
COc1ccc(C(=O)Nc2cccc(NC(C)=O)c2)cc1OC | 2 | 99 | -53 | 11 | -3 | 3 | 90 | 3 | 4 | -2.4
CCOc1ccccc1NC(=O)Cc1c(F)cccc1Cl | 5 | 90 | -15 | 2 | -11 | -3 | 88 | 5 | x | -3.6
Oc1ccc(Cl)cc1Cc1cc(Cl)ccc1O | -4 | 24 | 84* | 12 | x | -7 | 37 | 16 | x | -3.4
COc1cccc(N/C(SCc2ccccc2Cl)=C(/C#N)C(=O)NCc2cccs2)c1 | 4 | 68 | -38 | -7 | -6 | 7 | 74 | 18 | x | -4.5
O=C(NCCCN1CCC(Cc2ccccc2)CC1)C1CCC(=O)N1C1CCCC1 (stereo not given) | 2 | 100 | 14 | 1 | 0 | -7 | 106 | 15 | -8 | -0.2
CCOC(=O)c1ccc(N2C(=O)CC(N3CCN(Cc4ccccc4)CC3)C2=O)cc1 (stereo not given) | 7 | 91 | -30 | -12 | 0 | -2 | 98 | 2 | -4 | -0.6
CC(=O)OC1COC(N2CCc3cc(Br)c([N+](=O)[O-])cc32)C(OC(C)=O)C1OC(C)=O (stereo not given) | 1 | 94 | -26 | 11 | 0 | -6 | 101 | 23 | -16 | -1.0
CC1=CS(=O)(=O)CC1Sc1nc2ccccc2[nH]1 (stereo not given) | 1 | 102 | -17 | -4 | -4 | 3 | 105 | 20 | x | 0.0
O=C(N/N=C/c1cccc(O)c1)c1csc2ccccc12 | 5 | 74 | 4 | 22 | 1 | -2 | 74 | 11 | -10 | -1.9
Clc1ccc2nc(CSc3nc4ccccc4o3)cn2c1 | 6 | 89 | -52 | 1 | -1 | -26 | 76 | -1 | 4 | 1.1
O=C(NCc1cccs1)C(Cc1ccccc1)n1cccc1 (stereo not given) | 3 | 76 | -42 | 3 | -1 | 2 | 88 | 8 | -37 | -3.5
CCOC(=O)C1CCN(CCC(=O)Nc2cccc(Cl)c2C)CC1 | 1 | 110 | -34 | 0 | -1 | -4 | 103 | 8 | x | -1.9
Cc1cc(OCC(=O)N2CCCCCC2)ccc1[N+](=O)[O-] | 3 | 101 | -1 | 1 | -7 | -1 | 94 | 12 | x | -2.1
Cc1nn(-c2ccccc2)c2nc(N)c(C#N)c(-c3ccc(F)cc3)c12 | 4 | 59 | -13 | -5 | -1 | -23 | 78 | 26 | -10 | 0.0
Cc1cc(C(=O)NNC(=O)CCCCC(=O)NNC(=O)c2cc(C)[nH]n2)n[nH]1 | 1 | 101 | -18 | -7 | 2 | 0 | 95 | 10 | 8 | -1.7
O=C(OCC(=O)N1CCCc2ccccc21)c1cccnc1Cl | 1 | 93 | -26 | -12 | -5 | -1 | 90 | 39* | 45 | -0.6
COCCCNC(=O)/C=C/c1c(Cl)cccc1Cl | 3 | 94 | -24 | 5 | -6 | -6 | 99 | 15 | -13 | -0.1
Cc1c(NC(=O)CN2C(=O)NC(C)(c3ccc4c(c3)OCCO4)C2=O)c(=O)n(-c2ccccc2)n1C (stereo not given) | 2 | 98 | -1 | -4 | -6 | 1 | 89 | 29 | x | -1.0
Cc1cc(NS(=O)(=O)c2ccc(NC(=O)c3ccoc3C)cc2)nc(C)n1 | -3 | 104 | -74 | 6 | 2 | -4 | 99 | 5 | 1 | -0.9
COc1ccc(-c2nc(-c3ccccc3)nc(Cl)c2C#N)cc1 | 0 | 90 | -55 | 3 | x | -9 | 92 | 13 | 1 | 1.2

Single records (already shown):
COCCCNC(=O)/C=C/c1c(Cl)cccc1Cl is listed with NPY Y2 blocker = 3; PTEN del growth = 94; Yeast growth inh = -24; GALR2 blocker = 5; Phagocyt inh = -6; Yeast life ext = -6; bCat KO growth = 99; Measles CPE = 15; E-sel TNF inh = -13; MRP-1 activ = -0.1
Cc1c(NC(=O)CN2C(=O)NC(C)(c3ccc4c(c3)OCCO4)C2=O)c(=O)n(-c2ccccc2)n1C (stereo not given) is listed with NPY Y2 blocker = 2; PTEN del growth = 98; Yeast growth inh = -1; GALR2 blocker = -4; Phagocyt inh = -6; Yeast life ext = 1; bCat KO growth = 89; Measles CPE = 29; E-sel TNF inh = x; MRP-1 activ = -1.0

New compounds follow
SMILES | NPY Y2 blocker | PTEN del growth | Yeast growth inh | GALR2 blocker | Phagocyt inh | Yeast life ext | bCat KO growth | Measles CPE | E-sel TNF inh | MRP-1 activ
O=C(CCC(=O)OCCCC(F)(F)C(F)(F)F)Nc1ccccc1 | 2 | 99 | -7 | -2 | -2 | -22 | 95 | 5 | -21 | -1.2
CCC(C)[C@H](NC(=O)NCc1ccccc1Cl)C(=O)O (stereo not given in full) | 0 | 110 | -40 | 7 | -2 | -8 | 108 | 17 | x | -0.9
CC(O)c1c(OCc2ccccc2)ncnc1OCc1ccccc1 (stereo not given) | 3 | 87 | -36 | -2 | 5 | -21 | 97 | 10 | -23 | 3.6
COc1ccccc1NC1=C(Cl)C(=O)N(C2CCCCC2)C1=O | 11 | 75 | -17 | 8 | -2 | -5 | 80 | 19 | 5 | -5.0
CCN(CC)C(=O)CSc1nc(N)c2c3c(sc2n1)CC(C)CC3 (stereo not given) | 2 | 85 | -52 | -2 | 0 | -1 | 78 | 3 | 18 | -0.1
Cc1ccc(SCc2nc(-c3ccccn3)no2)cc1 | 4 | 109 | -14 | -2 | -1 | -11 | 102 | 11 | -6 | -2.6
COc1cccc2sc(N(CCCN(C)C)C(=O)c3sc4ccccc4c3Cl)nc12 | 27* | 98 | -24 | 12 | -7 | 4 | 96 | 4 | -1 | 0.0
O=C(Nc1nnc(-c2ccc3c(c2)CCCC3)o1)c1ccccc1 | 12 | 11 | 13 | -7 | -1 | -2 | 13 | 5 | x | 0.8
Cc1ccc(C2/C(=C(/O)c3ccc(OC(C)C)cc3)C(=O)C(=O)N2CCN2CCOCC2)cc1 (stereo not given) | -2 | 101 | -18 | -1 | 1 | 8 | 95 | 9 | x | -0.4

Random excerpt: 4 records from the list.
SMILES | NPY Y2 blocker | PTEN del growth | Yeast growth inh | GALR2 blocker | Phagocyt inh | Yeast life ext | bCat KO growth | Measles CPE | E-sel TNF inh | MRP-1 activ
CCN(CC)C(=O)CSc1nc(N)c2c3c(sc2n1)CC(C)CC3 (stereo not given) | 2 | 85 | -52 | -2 | 0 | -1 | 78 | 3 | 18 | -0.1
Cc1ccc(SCc2nc(-c3ccccn3)no2)cc1 | 4 | 109 | -14 | -2 | -1 | -11 | 102 | 11 | -6 | -2.6
Cc1ccc(C2/C(=C(/O)c3ccc(OC(C)C)cc3)C(=O)C(=O)N2CCN2CCOCC2)cc1 (stereo not given) | -2 | 101 | -18 | -1 | 1 | 8 | 95 | 9 | x | -0.4
O=C(Nc1nnc(-c2ccc3c(c2)CCCC3)o1)c1ccccc1 | 12 | 11 | 13 | -7 | -1 | -2 | 13 | 5 | x | 0.8
